High-throughput results: PubChem BioAssay, National Center for Advancing Translational Sciences (NCATS)
USP1 inh – inhibitors of human USP1/UAF1 deubiquitinase; Potency, µM (titrated, usually from 57.1 µM), for the others: at the highest dose activity change, negative = inhibition, actives largely listed as inhibitors; recombinant USP1/UAF1, Ub-Rhodamine cleavage fluorescence; AID 743255; hit rate 0.23% among 390,000; note: potency is the fitted concentration of half-maximal effect; % is set by controls: 0 for no effect and ±100 for the full control effect; nearly all actives have a fitted effect of over 60% in size; inactives centre near -12
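1 nM enzyme complex + cpd, 15 min RT; start with Ub-Rho 150nM final; kinetic fluorescence ex 480/em 540, 6 reads q60 s. Buffer 50mM HEPES pH 7.8, 0.5mM EDTA, 0.1 mg/ml BSA, 1mM TCEP, 0.01% Tween-20.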
TrxR1 inh – inhibitors of rat thioredoxin reductase 1; O89049; recombinant rTrxR1, NADPH fluorescence consumption, selenite substrate; Potency, µM (top dose mostly 114 µM), without a hit: at the highest dose activity change, negative = inhibition, hits mostly inhibitors; hit rate 1% among 390,000; AID 588453; note: potency is the fitted concentration of half-maximal effect; % is set by controls: 0 for no effect and ±100 for the full control effect; nearly all actives have a fitted effect of over 65% in size
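Rat TrxR1 (90 nM in the dispensed reagent) was pre-reduced with 400 uM NADPH for 5 min at room temperature, then incubated with compound for 15 min. After 400 uM selenite was added, NADPH fluorescence (Ex 340/Em 450 nm) was followed for 8 min.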
PI4K2A inh – inhibitors of human PI4K2A; purified PI4K2A, ADP-Glo luminescence, 1 h; stronger effect = lower value; hit rate 0.13% among 420,000; Q9BTU6; activity change, negative = inhibition, % at 76.9 µM; in the data active = activity change below about -50%; inconclusive = mostly about -30% to -49%;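 note: -100% = wells without enzyme as full effect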
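Compounds are screened against recombinant PI4K2A using PI as substrate and ATP, the latter dispensed at 300 microM. Reactions run one hour at ambient temperature before ADP-Glo detection; full inhibition defined by wells lacking enzyme.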
GLS inh – inhibitors of human glutaminase (GLS) | O94925 | GLS enzymatic activity, qHTS titration | Potency, µM (highest dose often 45.5 µM), without a hit: at the highest dose activity change, negative = inhibition, actives largely listed as inhibitors | hit rate 0.21% among 410,000; note: potency is the fitted concentration of half-maximal effect; % is set by controls: 0 for no effect and ±100 for the full control effect
Target sequence (O94925 whole entry, looked up): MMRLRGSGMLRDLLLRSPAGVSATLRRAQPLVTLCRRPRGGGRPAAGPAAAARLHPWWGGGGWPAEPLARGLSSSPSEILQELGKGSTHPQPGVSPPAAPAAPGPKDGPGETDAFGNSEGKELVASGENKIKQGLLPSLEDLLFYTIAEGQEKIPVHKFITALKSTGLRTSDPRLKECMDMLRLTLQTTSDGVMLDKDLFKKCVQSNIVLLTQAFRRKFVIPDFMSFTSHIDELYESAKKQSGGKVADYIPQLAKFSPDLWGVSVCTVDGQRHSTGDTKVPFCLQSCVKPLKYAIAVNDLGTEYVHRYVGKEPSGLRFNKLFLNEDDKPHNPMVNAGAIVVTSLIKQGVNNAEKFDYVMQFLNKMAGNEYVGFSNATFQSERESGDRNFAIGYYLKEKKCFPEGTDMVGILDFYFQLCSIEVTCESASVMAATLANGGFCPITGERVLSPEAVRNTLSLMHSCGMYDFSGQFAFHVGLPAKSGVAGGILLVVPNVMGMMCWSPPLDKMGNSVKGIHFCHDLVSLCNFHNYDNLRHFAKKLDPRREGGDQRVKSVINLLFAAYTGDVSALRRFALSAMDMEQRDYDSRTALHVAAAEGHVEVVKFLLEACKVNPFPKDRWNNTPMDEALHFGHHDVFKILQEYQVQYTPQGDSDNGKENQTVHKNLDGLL
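hKGA in 45 mM KH2PO4 pH 8.2, 0.02% Tween-20 with pin-transferred compounds; 1 mM L-glutamine (stock) plus glutamate oxidase/HRP/Amplex Red coupling added. Fluorescence read initially and after 30 min at RT.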
IDH1 R132H inh – inhibitors of human mutant IDH1 R132H | O75874 | IDH1-R132H enzyme, NADPH consumption, diaphorase/resazurin fluorescence | Potency, µM (titrated, usually from 76.6 µM), for the others: top-dose activity change, negative = inhibition, most hits filed as inhibitors | hit rate 0.093% among 390,000 | AID 602179; note: potency is the fitted concentration of half-maximal effect; % is set by controls: 0 for no effect and ±100 for the full control effect; nearly all actives have a fitted effect of over 65% in size
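IDH1-R132H (0.5 ug/mL) preincubated 30 min with compound, then NADPH (0.016 mM) and alpha-KG (2 mM) added; 80 min at RT, pH 7.5. Remaining NADPH coupled via diaphorase/resazurin to fluorescence (540/590 nm); concentration-response curves normalized to no-enzyme control.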
HP1b chromo inh – inhibitors of HP1-beta chromodomain binding to methylated histone tails; AID 540317; hit rate 0.56% among 390,000; AlphaScreen HP1-beta / biotin-H3K9me3 peptide binding; Potency, µM (titrated, usually from 114 µM), inactives show top-dose activity change, negative = inhibition, actives largely listed as inhibitors; note: potency is the fitted concentration of half-maximal effect; nearly all actives have a fitted effect of over 70% in size; inactives centre near 23
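AlphaScreen: HP1-beta (50 nM) preformed 30 min with biotin-H3(1-18)K9me3 peptide (50 nM) in PBS pH 7.4, 0.01% Tween-20. Compound added for 30 min at RT, then streptavidin donor/nickel chelate acceptor beads (10 ug/mL) for 30 min.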
Tb PGK inh – blocks T. brucei phosphoglycerate kinase; P07378; PGK/GAPDH coupled, Kinase-Glo luminescence, 60 min; Potency, µM (top dose mostly 57.5 µM), without a hit: top-dose activity change, negative = inhibition, hits mostly inhibitors; hit rate 0.043% among 380,000; AID 602233; note: potency is the fitted concentration of half-maximal effect; % is set by controls: 0 for no effect and ±100 for the full control effect; nearly all actives have a fitted effect of over 60% in size
Target sequence (P07378 whole entry, looked up): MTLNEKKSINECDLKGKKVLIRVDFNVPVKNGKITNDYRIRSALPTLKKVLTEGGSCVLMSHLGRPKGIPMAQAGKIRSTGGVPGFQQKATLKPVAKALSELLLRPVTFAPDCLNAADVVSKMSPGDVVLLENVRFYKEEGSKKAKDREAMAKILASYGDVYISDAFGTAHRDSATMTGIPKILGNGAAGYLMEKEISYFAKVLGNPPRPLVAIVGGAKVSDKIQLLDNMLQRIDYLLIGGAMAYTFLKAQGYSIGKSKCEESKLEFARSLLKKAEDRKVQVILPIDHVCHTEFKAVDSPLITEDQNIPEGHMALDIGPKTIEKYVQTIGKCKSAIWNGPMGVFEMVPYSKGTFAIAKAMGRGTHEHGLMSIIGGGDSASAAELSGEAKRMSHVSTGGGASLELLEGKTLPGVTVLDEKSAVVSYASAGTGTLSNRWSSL
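Luminescent ATP detection (Kinase-Glo Plus) follows a 60-minute room-temperature incubation, with wells lacking PGK as controls. Buffer: 100 mM TEA (pH 7.6), 5 mM MgCl2, 0.01% Tween-20. Coupling enzyme GAPDH (100 nM final) supplies unstable 1,3-BPG in-well.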
TrxR1 substrate – rat thioredoxin reductase 1 substrate activity; O89049; purified TrxR1 substrate turnover, NADPH consumption readout; Potency, µM (series often up to 114 µM), for inactives: at the top dose activity change, negative = substrate turnover; hit rate 0.01% among 390,000; AID 588456; note: potency is the fitted concentration of half-maximal effect; % is set by controls: 0 for no effect and ±100 for the full control effect; nearly all actives have a fitted effect of over 50% in size
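Rat TrxR1, dispensed at 90 nM, was prereduced with 400 uM NADPH (final) for 5 min at ~22 deg C, then incubated with compound 15 min before 400 uM selenite. A first-read NADPH fluorescence drop versus no-compound background flagged substrates.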
Pin1 inh – blocks the human prolyl isomerase Pin1; Potency, µM (doses to about 115 µM), inactives show at the highest dose activity, negative = inhibition, hits mostly inhibitors; Q13526; Pin1 FP peptide displacement, HiFluor488, 10 min; hit rate 0.009% among 390,000; AID 504891; active = well fitted inhibition curve with a large enough effect in the polarisation, with a control signal flat, not every such curve was filed as active; inconclusive = small, poorly fitted or top-dose-only effect, or effect the other way, or a change in a side signal; inactive = no such curve, though single readings can be large or run the other way; the % refers to the polarisation; note: potency is the fitted concentration of half-maximal effect; % is set by controls: 0 for no effect and ±100 for the full control effect
Starred values were filed as active, the others as inactive; i = inactive; ? = inconclusive; / = no result given; & = joins results of further samples; [ ] = remark or other dose. Unless noted, calls come from the whole dose curve; as a rule, active = well fitted curve in the direction sought with a large enough effect; inconclusive = small, poorly fitted or top-dose-only effect, or another doubt; inactive = no such curve, though single readings can be large; an effect the other way counts as inactive or inconclusive. An excerpt, so the mix of outcomes need not match the whole.

No.	Molecule	USP1 inh	TrxR1 inh	PI4K2A inh	GLS inh	IDH1 R132H inh
1	O=C(O)c1cc(-c2ccccc2Cl)n(-c2ccc(F)cc2)n1	-22%	22%	-2	0%	23%
2	COc1ccc(/C=C/C(=O)Nc2nc(C)c(C(=O)N(C)C)s2)cc1OC	-13%	-28%	0	1%	2%
3	CCc1ccc(NC(=O)c2ccc(F)c(S(=O)(=O)NC3CCCCCC3)c2)cc1	-18%	16%[57.1 µM]	6	-1%	13%
4	CCN(CC)C(=O)Cn1cc(SCC(=O)NC)c2ccccc21	-1%	27%[57.1 µM]	-1	1%	13%
5	O=C(Nc1ccc(F)cc1)C1CCN(C(=O)c2ccc(F)cc2)CC1	1%	16%	1	-3%	-14%
6	CCCC(=O)Nc1ccc(NC(=O)c2ccco2)c(OC)c1	-25%	-1%	-8	-4%	1%
7	CCOc1ccc(NC(=O)CN(C)C(=O)c2sc3ccccc3c2Cl)cc1OCC	-20%	2%	1	-13%	5%
8	COc1ccc(NC(=O)c2ccncc2)cc1S(=O)(=O)N1CCCCC1	-16%	/	0	1%	13%
9	CC1CCN(S(=O)(=O)CCNC(=O)c2ccccc2)CC1	-14%	5%	8	3%	-1%
10	Cc1cn(C)c(CC(=O)N2CCN(c3ccc(F)cc3)CC2)c1C(=O)O	0%	9%[57.1 µM]	1	33%[activator]	0%
11	COc1ccc2c(c1)c(CC(=O)NCc1cc([N+](=O)[O-])ccc1O)c(C)n2C(=O)c1ccc(Cl)cc1	-12%	-13%	-1	-2%	0%
12	O=C(CSc1nc2ccccc2c(=O)n1CCCO)NCc1ccccc1	-5%	?	9	1%	2%

No.	HP1b chromo inh	Tb PGK inh	TrxR1 substrate	Pin1 inh
1	48%[activator]	/	8%	-9%
2	33%	-5%	-13%	0%
3	29%	-4%	1%[57.1 µM]	10%
4	35%	i	-9%[57.1 µM]	-5%
5	39%[activator]	-6%	-4%	1%
6	27%	i	-10%	-6%
7	-1%	i	-7%	-2%
8	/	-10%	/	/
9	19%	-3%	-1%	0%
10	36%	-5%	8%[57.1 µM]	-1%
11	4%	-7%	-8%	20%
12	1%	-9%	8%[57.1 µM]	-9%

Entries shown so far that have a COOH group, in the order listed:
No.	Molecule	USP1 inh	TrxR1 inh	PI4K2A inh	GLS inh	IDH1 R132H inh
1	O=C(O)c1cc(-c2ccccc2Cl)n(-c2ccc(F)cc2)n1	-22%	22%	-2	0%	23%
10	Cc1cn(C)c(CC(=O)N2CCN(c3ccc(F)cc3)CC2)c1C(=O)O	0%	9%[57.1 µM]	1	33%[activator]	0%

No.	HP1b chromo inh	Tb PGK inh	TrxR1 substrate	Pin1 inh
1	48%[activator]	/	8%	-9%
10	36%	-5%	8%[57.1 µM]	-1%

(listing goes on)
No.	Molecule	USP1 inh	TrxR1 inh	PI4K2A inh	GLS inh	IDH1 R132H inh
13	Cc1ccc(CN2[C@@H](CC3CCCCC3)COCCS2(=O)=O)cc1	-31%	28%&16%	3	-2%	0%
14	COc1ccc(NC(=O)N(C)C[C@H]2Oc3c(NC(=O)NC4CCCCC4)cccc3C(=O)N([C@H](C)CO)C[C@@H]2C)cc1	-20%	17%	4	3%	-1%
15	O=C(COC(=O)c1ccc(S(=O)(=O)N2CCOCC2)cc1)Nc1nc(-c2ccccc2)cs1	-13%	4%	0	1%	2%
16	Cc1ccc(S(=O)(=O)N(CCC(=O)NCC(c2ccccc2)N(C)C)c2ccccc2)cc1 (configuration not stated)	-11%	-7%	5	9%	7%
17	O=C(NCc1ccccn1)Nc1ccc(F)c(Cl)c1	-16%	20%	-3	0%	6%
18	COc1ccc(C(=O)NNC2=NCCCCC2)cc1	-16%	23%[57.1 µM]	6	1%	14%
19	CCC1(C)Cc2ccccc2-c2nc(SCC(N)=O)[nH]c(=O)c21 (configuration not stated)	-25%	31%	-6	2%	5%
20	NC(=O)C1(N2CCCCC2)CCN(CC(=O)Nc2ccccc2Sc2ccccc2)CC1	-9%	6%	1	32%[activator]	2%
21	CC(=O)OCCn1c(C)[n+](CCOC(C)=O)c2cc(Cl)c(Cl)cc21	-20%	9%[57.1 µM]	3	-4%	3%
22	CC(C)c1ccc(-c2nc3c([nH]2)c(=O)n(C)c(=O)n3C)cc1	-16%	51%[activator][57.1 µM]	1	-1%	1%
23	COC(=O)c1c(NC(=O)CS(=O)(=O)c2ccccc2)sc(C)c1C	-10%	14%	-5	10%	1%
24	CCOC(=O)c1c(C)[nH]c(C(=O)COC(=O)/C=C/c2ccc3c(c2)OCO3)c1C	3%	21%[57.1 µM]	-1	74%[activator]	2%

No.	HP1b chromo inh	Tb PGK inh	TrxR1 substrate	Pin1 inh
13	44%[activator]	5%	3%&4%	?
14	15%	-4%	4%	-2%
15	43%[activator]	2%	2%	-1%
16	16%	2%	-3%	-10%
17	26%	i	1%	-8%
18	0%	i	6%[57.1 µM]	6%
19	48%[activator]	-1%	11%	-9%
20	29%	4%	2%	-8%
21	15%	-4%	0%[57.1 µM]	-2%
22	31%	-4%	37%[activator][57.1 µM]	-7%
23	-6%	-9%	-2%	0%
24	21%	-2%	9%[57.1 µM]	1%

Part of the list above, as labelled records.
23: COC(=O)c1c(NC(=O)CS(=O)(=O)c2ccccc2)sc(C)c1C
  USP1 inh = -10%
  TrxR1 inh = 14%
  PI4K2A inh = -5
  GLS inh = 10%
  IDH1 R132H inh = 1%
  HP1b chromo inh = -6%
  Tb PGK inh = -9%
  TrxR1 substrate = -2%
  Pin1 inh = 0%
13: Cc1ccc(CN2[C@@H](CC3CCCCC3)COCCS2(=O)=O)cc1
  USP1 inh = -31%
  TrxR1 inh = 28%&16%
  PI4K2A inh = 3
  GLS inh = -2%
  IDH1 R132H inh = 0%
  HP1b chromo inh = 44%[activator]
  Tb PGK inh = 5%
  TrxR1 substrate = 3%&4%
  Pin1 inh = ?

Continuation:
No.	Molecule	USP1 inh	TrxR1 inh	PI4K2A inh	GLS inh	IDH1 R132H inh
25	CCNC(=O)C(=O)NCC(c1ccc2c(c1)OCO2)N1CCOCC1 (configuration not stated)	-6%	21%	-1	4%	-3%
26	Cc1c(NS(=O)(=O)c2cc(C(=O)NCc3cccnc3)cc(Cl)c2Cl)c(=O)n(-c2ccccc2)n1C	-18%	?	-1	2%	6%
27	CCOC(=O)C1C(=O)C(=O)N(C(C)C)C1C(=O)OCC (configuration not stated)	-14%	24%	-1	-1%	9%
28	CCN1C(=O)c2ccccc2Sc2ccc(NC(=O)c3ccc(C)c(F)c3)cc21	2%	14%[57.1 µM]	-1	2%	-10%
29	O=C(Nc1ccc2c(c1)CCC2)C1COc2ccccc2O1 (configuration not stated)	-11%	-10%[57.1 µM]	5	-6%	2%
30	O=C(Nc1nc2cc3c(cc2s1)OCO3)c1cccc(N2C(=O)CCC2=O)c1	-16%	21%	3	0%	1%
31	CCC1=NC(c2ccc(OC)cc2OC)N(O)C1(C)C (configuration not stated)	-17%	-5%	-6	16%	5%
32	O=C(CSc1nnc(-c2cccc(S(=O)(=O)N3CCCC3)c2)n1-c1ccccc1)Nc1cccc(C(=O)O)c1	-8%	13%[57.1 µM]	5	0%	-7%
33	Cn1c(=O)c2c(nc(SCCNS(=O)(=O)c3ccccc3)n2C)n(C)c1=O	-18%	-4%	-2	-17%	-4%
34	CC(C)Cn1nc(NS(=O)(=O)c2ccccc2)c2cc3ccccc3nc21	-10%	-3%	-4	/	2%
35	CN(CC1CCOCC1)C(=O)CC1C(=O)NCCN1CC1CCCCC1 (configuration not stated)	?	-10%[57.1 µM]	0	11%	-9%
36	COc1ccc(S(=O)(=O)N2CCCC(C(=O)Nc3ccc(OC)c(OC)c3)C2)cc1 (configuration not stated)	-15%	7%[57.1 µM]	2	-12%	1%
37	COc1ccc(-c2nc(Cn3c(SCc4cccc(C(F)(F)F)c4)nc4cccnc43)c(C)o2)cc1OC	?	11%	0	-4%	-12%
38	COc1ccc(CNC(=O)Cn2nc(C)n3cccc3c2=O)cc1	?	21%&17%	3&-6	-3%&2%	6%
39	CCOc1ccc(CCNC(=O)CCC(=O)N2CCSc3ccccc32)cc1OCC	-27%	-10%	2	-5%	11%

No.	HP1b chromo inh	Tb PGK inh	TrxR1 substrate	Pin1 inh
25	26%	-2%	1%	-4%
26	21%	-4%	0%	-2%
27	-5%	-7%	11%	-4%
28	25%[57 µM]	8%	1%[57.1 µM]	22%
29	15%	-8%	-2%[57.1 µM]	-1%
30	35%	5%	24%	-8%
31	14%	-2%	1%	-7%
32	11%	-5%	2%[57.1 µM]	-1%
33	13%	2%	-8%	-2%
34	24%	-7%	1%	-3%
35	9%	-3%	7%[57.1 µM]	-3%
36	31%	-9%	-3%[57.1 µM]	-3%
37	8%	6%	-11%	34%[activator]
38	31%&29%	-1%	1%	?
39	33%[activator]	-11%	-3%	0%
